Source: PubChem
LYPLA1 counter: LYPLA1 inhibitors, primary screen, counter-screen for PME1 inhibitor project, biochemical, fluorescence polarization, FP-Rh probe ABPP; Acyl-protein thioesterase 1 (Homo sapiens), O75608; recombinant LYPLA1; inhibition, % at 5.9 µM; hit rate 0.16% among 320,000;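 active = inhibition above the mean of all tested compounds plus 3 SD, set per campaign, cut at about 14% in these data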;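 note: inhibitors block serine hydrolase probe labeling of LYPLA1 so polarization falls; 0% = enzyme with DMSO and 100% = wells lacking LYPLA1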
pPAFAH inh: pPAFAH enzyme inhibitors, primary screen, biochemical, fluorescence polarization, human. recombinant pPAFAH, FP-rhodamine probe fluorescence polarization. inhibition, % at 3.39 µM. hit rate 1.5% among 330,000. AID 463082, 2010;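 active = inhibition above the mean inhibition across the screen plus 3 SD, cut at about 25% in these data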;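 note: inhibitors block binding of the rhodamine activity-based probe so polarization drops; 0% = enzyme with DMSO and 100% = wells lacking pPAFAH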
GSTO1 counter: inhibitors of recombinant GSTO1, primary screen, counter-screen for RBBP9 inhibitor project, biochemical, fluorescence polarization | activity-based probe fluorescence polarization | hit rate 1.1% among 300,000 | Glutathione S-transferase omega-1 (Homo sapiens), P78417 | AID 1974, 2009 | inhibition, % at 5.96 µM;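 active = inhibition above the campaign mean inhibition plus 3 SD, cut at about 35% in these data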;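 note: 0% = GSTO1-1 with DMSO and 100% = wells lacking GSTO1-1 enzyme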
PAFAH2 FP inh: PAFAH2 enzyme inhibitors, primary screen, biochemical, fluorescence polarization, human; recombinant PAFAH2, FP-rhodamine activity probe; hit rate 0.99% among 340,000; inhibition, % at 3.39 µM; Platelet-activating factor acetylhydrolase 2, cytoplasmic (Homo sapiens), Q99487;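 active = inhibition above the mean over all tested compounds plus 3 SD, cut at about 30% in these data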;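 note: inhibitors block probe labeling of enzyme so polarization drops; 0% = enzyme with DMSO and 100% = wells lacking PAFAH2 protein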
PAFAH1B3 FP inh: PAFAH1B3 enzyme inhibitors, primary screen, biochemical, fluorescence polarization, human; hit rate 0.28% among 340,000; AID 492972, 2010; recombinant PAFAH1B3, FP-rhodamine probe; inhibition, % at 3.39 µM;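 active = inhibition above the screen-wide average of all tested compounds plus 3 SD, cut at about 25% in these data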;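 note: 0% = enzyme with DMSO only and 100% = wells lacking PAFAH1B3 protein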
PME-1 inh: PME-1 inhibitors via competitive probe labeling, primary screen, biochemical, fluorescence polarization, FP-Rh probe, HTS; Protein phosphatase methylesterase 1 (Homo sapiens), Q9Y570; recombinant PME-1; inhibition, % at 5.9 µM; hit rate 0.53% among 320,000; AID 2130, 2009;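 active = inhibition above the campaign mean of all compounds plus 3 SD, cut at about 26% in these data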;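 note: competitive labeling of PME-1 active site by serine hydrolase directed probe; 0% = PME-1 with DMSO and 100% = wells lacking PME-1 enzyme; inhibitors block probe labeling so polarization falls and inhibition rises; many of its hits are not listed in these tables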
LYPLA2 inh: LYPLA2 inhibitors, primary screen, counter-screen for PME1 inhibitor project, biochemical, fluorescence polarization, FP-Rh probe ABPP. inhibition, % at 5.9 µM. hit rate 0.38% among 320,000. Acyl-protein thioesterase 2 (Homo sapiens), O95372. recombinant LYPLA2;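 active = inhibition above the screen-wide mean plus 3 SD, limit set per campaign, cut at about 26% in these data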;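 note: 0% = LYPLA2 with DMSO and 100% = wells lacking LYPLA2 enzyme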
PAFAH1B2 FP inh: PAFAH1B2 enzyme inhibitors, primary screen, biochemical, fluorescence polarization, human; inhibition, % at 3.39 µM; AID 492953, 2010; Platelet-activating factor acetylhydrolase IB subunit alpha2 (Homo sapiens), P68402; recombinant PAFAH1B2, FP-rhodamine activity probe; hit rate 1.2% among 340,000;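 active = inhibition above the mean of all tested compounds plus 3 SD, cut at about 24% in these data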;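 note: 0% = enzyme with DMSO and 100% = wells lacking PAFAH1B2; many of its hits are not listed in these tables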
Target sequence (P68402 whole entry, looked up): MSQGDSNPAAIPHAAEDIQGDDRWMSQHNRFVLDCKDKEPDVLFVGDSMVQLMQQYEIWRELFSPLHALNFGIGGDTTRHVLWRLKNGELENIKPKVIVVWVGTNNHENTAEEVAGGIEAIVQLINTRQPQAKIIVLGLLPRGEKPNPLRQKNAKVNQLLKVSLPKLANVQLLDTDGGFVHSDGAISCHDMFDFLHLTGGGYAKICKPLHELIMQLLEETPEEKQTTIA
PAD4 inh: human PAD4 inhibitors, primary screen, biochemical, fluorescence polarization, 1536-well format | Protein-arginine deiminase type-4 (Homo sapiens), Q9UM07 | recombinant PAD4, RCA probe fluorescence polarization | inhibition, % at 6.36 µM | hit rate 0.41% among 330,000 | AID 485272, 2010;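 active = percent inhibition above a cutoff equal to the mean of all tested compounds plus 3 SD, cut at about 15% in these data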;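 note: 0% = PAD4 with RCA probe and DMSO and 100% = probe without PAD4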
Target sequence (Q9UM07 whole entry, looked up): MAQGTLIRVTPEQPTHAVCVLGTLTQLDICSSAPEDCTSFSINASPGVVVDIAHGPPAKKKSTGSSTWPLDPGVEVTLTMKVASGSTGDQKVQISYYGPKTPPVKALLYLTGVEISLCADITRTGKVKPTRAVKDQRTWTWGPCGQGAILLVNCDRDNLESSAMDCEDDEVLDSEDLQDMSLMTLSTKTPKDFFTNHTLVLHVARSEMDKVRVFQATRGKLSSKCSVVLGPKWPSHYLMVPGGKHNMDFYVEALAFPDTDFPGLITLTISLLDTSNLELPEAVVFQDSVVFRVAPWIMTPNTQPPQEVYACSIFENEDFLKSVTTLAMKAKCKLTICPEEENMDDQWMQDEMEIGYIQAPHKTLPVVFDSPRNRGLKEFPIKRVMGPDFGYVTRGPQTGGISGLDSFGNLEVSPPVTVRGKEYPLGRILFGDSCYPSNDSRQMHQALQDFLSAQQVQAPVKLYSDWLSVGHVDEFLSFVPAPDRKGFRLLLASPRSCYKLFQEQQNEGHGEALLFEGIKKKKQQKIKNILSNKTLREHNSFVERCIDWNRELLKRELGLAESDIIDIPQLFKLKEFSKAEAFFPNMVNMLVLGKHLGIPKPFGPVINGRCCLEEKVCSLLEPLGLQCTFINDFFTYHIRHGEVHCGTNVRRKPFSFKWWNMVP
Numbers without * were called inactive; · = not tested or not shown.

SMILES	LYPLA1 counter	pPAFAH inh	GSTO1 counter	PAFAH2 FP inh	PAFAH1B3 FP inh	PME-1 inh	LYPLA2 inh	PAFAH1B2 FP inh	PAD4 inh
O=C(O)c1ccc(-c2ccc(/C=c3/sc4nc5ccccc5n4c3=O)o2)cc1Cl	-1	27*	17	23	26*	-8	-3	15	2
Fc1ccc(NC(=S)Nc2ccccc2OC(F)F)cc1Cl	-3	0	-3	-4	4	-1	1	0	-5
CSCCC(NC(=O)c1cc(C)oc1C)C(=O)O (stereo not given)	3	6	-5	6	-1	-11	-4	3	0
CN(c1ccccc1C(=O)NC1CCCCC1)S(=O)(=O)c1ccccc1	1	-1	4	9	7	-1	4	3	-1
C#CCOc1ccccc1C(N)=O	1	0	-1	·	·	-8	5	·	6
CCCCCOc1ccc(C(=O)OCC(=O)Nc2cc(C)c(C)cc2[N+](=O)[O-])cc1	3	-2	4	-6	14	-4	-4	-1	-3
CC(CC(=O)O)CC(=O)Nc1ccc(Br)cc1 (stereo not given)	2	2	10	0	2	0	3	1	0
COCc1ccc(C(=O)N2CCCC(Nc3ccc4c(c3)OCCO4)C2)o1 (stereo not given)	-1	3	-2	-1	-1	0	3	1	-3
COc1cc(C=O)ccc1OCCCOc1ccccc1[N+](=O)[O-]	-2	5	-4	4	1	6	-1	1	-11
Cc1cc(/C=C2/NC(=O)NC2=O)c(C)n1-c1ccc(N2CCOCC2)cc1	2	3	5	10	-2	3	6	3	0
Cc1ccc(C)c(N2CCN(C(=O)CN(C)S(=O)(=O)c3ccc4c(c3)CCC(=O)N4)CC2)c1	2	-4	-2	-4	5	4	2	-2	-4
COc1cc(OC)cc(C(C(=O)NC2CCCCC2)N(C(=O)c2ccno2)c2ccccc2)c1 (stereo not given)	3	-4	1	-1	5	3	1	0	1

Reprinted at random: 3 compounds from above
SMILES	LYPLA1 counter	pPAFAH inh	GSTO1 counter	PAFAH2 FP inh	PAFAH1B3 FP inh	PME-1 inh	LYPLA2 inh	PAFAH1B2 FP inh	PAD4 inh
CN(c1ccccc1C(=O)NC1CCCCC1)S(=O)(=O)c1ccccc1	1	-1	4	9	7	-1	4	3	-1
C#CCOc1ccccc1C(N)=O	1	0	-1	·	·	-8	5	·	6
Fc1ccc(NC(=S)Nc2ccccc2OC(F)F)cc1Cl	-3	0	-3	-4	4	-1	1	0	-5

Only LYPLA1 counter and PAFAH2 FP inh, for some of the entries so far:
structure	LYPLA1 counter	PAFAH2 FP inh
O=C(O)c1ccc(-c2ccc(/C=c3/sc4nc5ccccc5n4c3=O)o2)cc1Cl	-1	23
C#CCOc1ccccc1C(N)=O	1	·

An excerpt from above in order of the pPAFAH inh value, low to high.
| mol | pPAFAH inh |
| --- | --- |
| CN(c1ccccc1C(=O)NC1CCCCC1)S(=O)(=O)c1ccccc1 | -1 |
| C#CCOc1ccccc1C(N)=O | 0 |
| CC(CC(=O)O)CC(=O)Nc1ccc(Br)cc1 (stereo not given) | 2 |
| COCc1ccc(C(=O)N2CCCC(Nc3ccc4c(c3)OCCO4)C2)o1 (stereo not given) | 3 |
| CSCCC(NC(=O)c1cc(C)oc1C)C(=O)O (stereo not given) | 6 |

Complete entries from above:
`Fc1ccc(NC(=S)Nc2ccccc2OC(F)F)cc1Cl` reads LYPLA1 counter = -3; pPAFAH inh = 0; GSTO1 counter = -3; PAFAH2 FP inh = -4; PAFAH1B3 FP inh = 4; PME-1 inh = -1; LYPLA2 inh = 1; PAFAH1B2 FP inh = 0; PAD4 inh = -5
`CC(CC(=O)O)CC(=O)Nc1ccc(Br)cc1` (stereo not given) reads LYPLA1 counter = 2; pPAFAH inh = 2; GSTO1 counter = 10; PAFAH2 FP inh = 0; PAFAH1B3 FP inh = 2; PME-1 inh = 0; LYPLA2 inh = 3; PAFAH1B2 FP inh = 1; PAD4 inh = 0

Next section
SMILES	LYPLA1 counter	pPAFAH inh	GSTO1 counter	PAFAH2 FP inh	PAFAH1B3 FP inh	PME-1 inh	LYPLA2 inh	PAFAH1B2 FP inh	PAD4 inh
O=C(Nc1ccncc1)C1(c2ccccc2)CCCC1	2	-1	3	3	4	3	-2	27*	4
O=C1c2ccccc2C(=O)N1CCCP(=O)(O)CCc1ccccc1	1	-1	-3	4	3	3	3	4	-5
Cc1nnc2ccc(-c3cccc(NC(=O)Cc4cccs4)c3)nn12	-6	8	2	5	-1	2	-2	6	0
C/C(=N\NC(=O)c1cccc(S(=O)(=O)N2CCOCC2)c1)c1ccc(C)cc1	-1	3	·	-19	0	5	1	6	-5
CCOc1ccc(N2C(=O)Nc3ccccc3C2(O)C(=O)NCc2ccco2)cc1 (stereo not given)	3	1	5	8	8	2	2	-2	-5
COc1ccccc1C(=O)NCCC(=O)N1CCN(c2ccccc2Cl)CC1	-2	-8	2	13	10	7	-3	7	0
O=C(Nc1ccc([N+](=O)[O-])cc1)Nc1ccon1	0	-4	0	-1	-1	-1	-11	1	-4
CN(C)c1ccc(/C=N/n2c(COc3ccccc3)n[nH]c2=S)cc1	3	4	5	9	-1	0	4	7	3
COc1ccc(OC)c(/C=N/NC(=O)c2cnccn2)c1	-1	2	1	-1	7	9	4	6	1
C=CCNC(=S)NCC=C	-1	0	4	-1	2	-4	6	2	2
CCOC(=O)c1ccc(-c2ccc(/C=N/NC(=O)Cc3nnc(N)s3)o2)cc1	-3	0	-1	26	0	-3	-2	-4	-2
COc1ccccc1NS(=O)(=O)c1ccc(C(=O)N2CCCCCC2)cc1	·	5	·	3	1	·	·	8	-2
O=C(Nc1cnn(Cc2ccc(Cl)cc2)c1)c1cccs1	-1	4	3	-3	7	5	-3	14	3
COc1ccc(C(=O)Nc2ccccc2N2CCCCC2)cc1[N+](=O)[O-]	-5	2	-5	1	4	4	-5	6	-2
O=C(Cc1ccccc1)N1CCN=C1SCc1cccc([N+](=O)[O-])c1	-2	-1	6	6	8	3	0	-2	1
C#CCOCCOCCOCCNc1nc(N2CCN(C(=O)CCCCCCCCCCNC(=O)Cn3cc(CCCCCN)nn3)CC2)nc(N2CCN(C(=O)CCCCCCCCCCNC(=O)Cn3cc(CCCCCN)nn3)CC2)n1	5	5	1	-1	5	-1	11	1	1
COc1ccc(CN(C)C(=O)COC(=O)c2c(-c3ccccc3Cl)noc2C)cc1	-1	1	3	-4	8	3	0	4	-7
O=C(COc1ccccc1-c1ccccc1)NNC(=O)NC1CCCCC1	0	15	2	11	-11	2	-2	7	-1
CN1OC(COC(=O)c2ccc(Cl)cc2Cl)CC1c1ccccc1 (stereo not given)	1	26*	-11	7	-3	-1	-1	3	2
Cc1cc(C(C)(C)C)oc1C(=O)N(CC(=O)NC1CCCC1)c1cccc(C(F)(F)F)c1	-4	7	13	-8	3	-1	-3	16	-11
COc1cccc(-c2cc(C(=O)Nc3ccc(OC)c(OC)c3)no2)c1	7	1	2	-7	6	-3	20	2	-2
CC1CC(c2ccccc2)n2nc(NC(=O)CCc3ccccc3)nc2N1 (stereo not given)	3	-2	13	1	-1	-9	0	11	0
CCN(CC)C(=O)[C@H]1C[C@H](CC(=O)NC(C)(C)C)C(=O)N2CCc3c([nH]c4cc(CCC(=O)N(C)C)ccc34)[C@]12C	·	10	·	1	0	·	·	-2	-5
CCCCNC(=O)[C@@H]1CCCN1S(=O)(=O)c1cccc2cccnc12	-3	-6	5	6	4	0	0	-4	4
O=S(=O)(c1ccc2nc(-c3ccccc3)[nH]c2c1)N1CCN(c2cccc(Cl)c2)CC1	-6	-1	-5	-16	-6	17	18	0	-2
COC(=O)c1cc[n+](CC(=O)c2ccccc2)cc1	-1	2	9	1	10	2	-4	1	1
CCOC(=O)c1ccc(N/C(=N/S(=O)(=O)c2ccccc2)c2ccccc2)cc1	-2	-5	-1	19	-3	-1	-8	-4	-3
O=C(NC1CC1)C1=C[C@@H](c2ccc(C(F)(F)F)cc2)C[C@@H](OCc2ccc(CO)cc2)O1	-3	1	1	4	8	11	1	6	3
O=C(CSc1ccccc1)NCC(c1ccco1)N1CCCCC1 (stereo not given)	2	3	·	-5	6	-3	-3	4	-1
COc1cccc(CN2CCN(Cc3cc4ccccc4o3)CC2CCO)c1 (stereo not given)	3	2	2	2	7	0	5	6	3
Oc1ccccc1Cn1nnc2ccccc21	0	3	6	2	-1	-2	6	-1	2
C(=C\c1ccccc1)/CN1CCN(Cc2nc(Cc3ccccc3)no2)CC1	3	11	-1	9	-1	10	5	-2	2
CC(=O)c1ccc(-c2ccc(Cn3c(C)nc4cc(N)c(C)nc43)cc2)cc1	2	4	4	6	0	-10	6	2	-4
Cc1cc2nn(-c3cccc4ccccc34)nc2cc1NC(=O)c1cccs1	-20	-19	-1	-25	-15	-25	-27	-15	-5
CC(=O)NC1=NN(C(C)=O)C(C)(c2cccc([N+](=O)[O-])c2)S1 (stereo not given)	-1	1	2	5	-1	-1	-3	6	4
CCNS(=O)(=O)c1ccc(-c2ccc(-n3cnnn3)cc2)cc1	0	3	-1	-1	6	-5	-1	1	4
COc1ccc(NC(=O)COC(=O)Cc2ccc(-c3ccccc3)cc2)c(OC)c1	-3	24	3	-1	3	4	5	-2	-2
CCS(=O)(=O)N1Cc2ccccc2CC1C(=O)Nc1nc2ccccc2s1 (stereo not given)	-4	12	-11	1	-4	-12	-10	0	-10
CC(=O)Nc1ccc(NC(=O)C(C)OC(=O)CCC2CCCC2)cc1 (stereo not given)	0	4	17	-1	1	-1	1	2	1
COc1ccc(OCCCn2cccc2/C=C2/C(=N)N3OC(C)=CC3=NC2=O)cc1	-10	4	1	2	2	11	-7	-1	-1
O=C(CN1CCOCC1)NNC(=S)Nc1ccccc1	4	-1	12	3	0	-3	5	4	1
C=CCOc1ccc(Br)cc1CNC(C)(C)C	18*	1	1	0	8	-4	-2	4	-1
Cc1cccc(N2CCN(S(=O)(=O)c3c(C)[nH]c(C)c3C(=O)N3CCCC3)CC2)c1C	0	6	-6	1	3	-6	3	3	-4
CCOC(=O)C1=CNS(=O)(=O)NC1c1ccc(C(F)(F)F)cc1 (stereo not given)	·	1	·	-4	7	·	·	6	5
c1csc(-c2nn3c(Cn4nnc5ccccc54)nnc3s2)c1	2	0	-6	6	2	3	2	1	0
S=C(NCC1CCCO1)N1CCN(c2nc(-c3ccc(Cl)cc3)cs2)CC1 (stereo not given)	0	0	8	8	6	-3	3	4	-4

Not all compounds are listed; rates above refer to the full screens.
